GlmU inhibition: inhibition of mycobacterial GlmU enzyme – biochemical, glucosamine-1-phosphate acetyltransferase (AID 1376) | M. tuberculosis GlmU acetyltransferase enzyme assay; higher % means a stronger effect | inhibition, %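 (tested at 30 µM in the primary screen)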; hits with a dose series show IC50 in µM | 220,000 tested, 0.25% active; in the data active = inhibition above about 13%;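 note: 0% = complete reaction with vehicle and 100% = reaction without substrate; strong numbers were not always called active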
RmlCD inh 1536: M. tuberculosis RmlC/RmlD inhibition; P9WH09+P9WH11; RmlC+RmlD coupled enzyme assay, percent inhibition; primary screen in compound mixtures; inhibition, % at 3.6 µM; 160,000 tested, 0.03% active; AID 1533; in the data active = inhibition mostly above about 34%, no sharp cut-off; note: some results filed as inactive read as strong as hits
Target sequence (P9WH09 whole entry, looked up): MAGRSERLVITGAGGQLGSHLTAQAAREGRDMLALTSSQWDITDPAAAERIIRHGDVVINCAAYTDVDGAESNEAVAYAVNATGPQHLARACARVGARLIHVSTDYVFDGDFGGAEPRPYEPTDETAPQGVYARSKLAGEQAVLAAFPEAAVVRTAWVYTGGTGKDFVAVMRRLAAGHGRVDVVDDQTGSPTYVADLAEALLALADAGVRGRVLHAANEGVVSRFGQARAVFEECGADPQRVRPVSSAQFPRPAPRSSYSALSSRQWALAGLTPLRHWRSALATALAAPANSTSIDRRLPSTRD
Target sequence (P9WH11 whole entry, looked up): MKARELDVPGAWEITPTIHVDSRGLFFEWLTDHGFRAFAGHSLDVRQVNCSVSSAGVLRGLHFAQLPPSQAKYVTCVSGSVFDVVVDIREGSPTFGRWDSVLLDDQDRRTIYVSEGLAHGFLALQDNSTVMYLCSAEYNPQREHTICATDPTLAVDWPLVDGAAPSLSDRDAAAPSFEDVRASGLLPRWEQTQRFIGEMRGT
* = called active by the depositor; . = no result given. Some of the compounds tested; count on the stated rates, not on these rows.

smiles	GlmU inhibition	RmlCD inh 1536
COc1cc(C)c(C)cc1S(=O)(=O)N1CCN(Cc2ccccc2)CC1	-3.6%	1
CN1CC[C@@H](c2ccc(F)cc2)[C@H](COc2ccc3c(c2)OCO3)C1	-11%	.
CCOC(=O)C1=C(C)NC(SCC(N)=O)=C(C#N)C1c1ccncc1 (stereo unspecified)	3.0%	-6
O=C(CSc1nc2ccccc2[nH]1)NC(=O)NCc1ccco1	-0.3%	7
Cn1c(CSc2ncccn2)nnc1SCC(=O)N1CCCC1	-4.0%	-3
Cc1ccc(Cl)cc1NC(=O)c1ccccn1	-0.1%	-1
O=C(O)c1cccc(NC(=O)c2cccc(NC(=O)C3CCCO3)c2)c1 (stereo unspecified)	1.2%	.
CCOC(=O)c1nc(C)nc(Sc2n[nH]c(-c3ccccc3)n2)c1C	.	-7
COC(=O)c1ccc2c(=O)n(CC3CCCO3)c(=S)[nH]c2c1 (stereo unspecified)	-2.8%	.
CCCCCc1ccc(CC(=O)O)cc1	.	-3
CC(C)C(C(=O)NCc1ccco1)N(C(=O)CNS(=O)(=O)c1ccccc1)C1CCCC1 (stereo unspecified)	2.3%	2
CCOC(=O)CNC(=O)C(Cc1ccccc1)NS(=O)(=O)c1ccc2c(c1)CCC(=O)N2 (stereo unspecified)	1.2%	.
Nn1c(Cc2cccc3ccccc23)nnc1SCc1c(F)cccc1Cl	-4.4%	5
Cc1c(C(=O)C(=O)N2CCN(C)CC2)c2ccccc2n1C	3.2%	-14
C=CCn1c(SCC(N)=O)nnc1-c1cnccn1	-3.1%	-3
O=[N+]([O-])c1ccc(N2CCC(O)CC2)nc1	1.8%	6
COc1cc(CC(=O)OCC(=O)NC2CC2)cc(OC)c1OC	7.7%	50
CC(CCc1ccccc1)NC(=O)C1CCN(S(=O)(=O)N2CCCCC2)CC1 (stereo unspecified)	6.6%	12
O=C1CN(C(=O)c2ccccc2)c2ccccc2N1	2.3%	0
O=C1NN=C(CSc2n[nH]c(=S)s2)CS1	4.1%	.
Cn1nccc1NC(=O)Nc1cccc(Cl)c1Cl	-6.9%	7
CCOc1ccc(C(NC(=O)c2ccco2)c2ccc(OC)c(OC)c2)cc1 (stereo unspecified)	3.8%	.
N#CCSc1nnc(-c2ccc(S(=O)(=O)N3CCOCC3)cc2)n1CC1CCCO1 (stereo unspecified)	8.0%	.
COC(=O)[C@H](CCSC)NC(=O)NCc1ccc(S(N)(=O)=O)cc1	19%	0
Cc1[nH]nc2c1/C(=N\O)CCC2	1.1%	-11
CN(CCc1ccccn1)C(=O)c1cccnc1Oc1ccccc1	0.7%	-1
N#Cc1c(NC2CCCCC2)nc(-c2ccco2)c2c1CCCC2	5.1%	18
NC(=O)c1ccc(NC(=O)c2cccc3c2OCCCO3)cc1	-3.8%	.
COc1cc2ccccc2cc1C(=O)NC(=S)Nc1cccc(C(=O)O)c1C	5.0%	10
O=C(NN1C(=O)c2ccccc2C1=O)C1C2CCCCC21 (stereo unspecified)	2.3%	.

In a second layout: 3 of the compounds above
Under each structure: GlmU inhibition	RmlCD inh 1536
Cn1c(CSc2ncccn2)nnc1SCC(=O)N1CCCC1
    -4.0%	-3
Cc1c(C(=O)C(=O)N2CCN(C)CC2)c2ccccc2n1C
    3.2%	-14
Nn1c(Cc2cccc3ccccc23)nnc1SCc1c(F)cccc1Cl
    -4.4%	5

Next entries
smiles	GlmU inhibition	RmlCD inh 1536
CSCCC(NC(=O)c1ccccc1)C(=O)N/N=C(\C)c1ccccc1 (stereo unspecified)	0.0%	-9
CCOC(=O)/C(C#N)=C/Nc1ccccc1NS(=O)(=O)c1ccc(C)c(C)c1	0.3%	35
O=C(Nc1ccccc1)c1sc2cc(C(F)(F)F)cnc2c1-c1cccs1	-8.3%	14
O=C(NNC(=S)NC1CCCCC1)c1cccs1	-4.8%	.
CCC1=C(OC(=O)N(CC)CC)N2C(=O)OC(=NCC3CC3)[C@]2(Cc2ccccc2)[C@H]2C1=CC[C@H]1C(=O)N(CC(=O)OC)C(=O)[C@H]12	-0.5%	.
CC(OC(=O)C1CC1)C(=O)Nc1cc(C(F)(F)F)ccc1Cl (stereo unspecified)	-5.2%	5
CC1=CC(C)(C(Cl)Cl)C(C)=CC1=O (stereo unspecified)	1.0%	.
O=c1cc(O)c2sc(Nc3ccc(F)c(Cl)c3)nc2[nH]1	-1.0%	-11
Cc1ccc(CNC(=O)CN(C2CCCCC2)S(C)(=O)=O)cc1	0.8%	.
CC(C)(C)n1nnnc1C(c1cccc(C(F)(F)F)c1)N1CCC(O)CC1 (stereo unspecified)	-2.6%	4
CCc1nc(N=Nc2c(O)[nH]c3ccccc23)c2c3c(sc2n1)CCC3	4.1%	6
O=C(CCC(=O)N1CCN(c2ccc(F)cc2)CC1)c1ccc(F)cc1	-3.0%	-8
O=C(Nc1ccccc1Cl)N1CCN(c2ccccn2)CC1	6.5%	-10
O=C(CCC(NC(=O)OCc1ccccc1)C(=O)OCC(=O)N1CCCCC1)OCC(=O)N1CCCCC1 (stereo unspecified)	1.7%	.
CC(C)CNC(=O)C1Nc2ccc(C(F)(F)F)cc2C2C=CCC12 (stereo unspecified)	-0.4%	.

Whole records, looked up by structure.
`Cc1[nH]nc2c1/C(=N\O)CCC2` across the screens: GlmU inhibition = 1.1%; RmlCD inh 1536 = -11
`CSCCC(NC(=O)c1ccccc1)C(=O)N/N=C(\C)c1ccccc1` (stereo unspecified) across the screens: GlmU inhibition = 0.0%; RmlCD inh 1536 = -9

Remaining list, next part:
smiles	GlmU inhibition	RmlCD inh 1536
c1ccc(-c2csc(Nc3cccnc3)n2)nc1	-0.1%	-4
COc1cccc(N=C2SC(CC(=O)Nc3ccccc3)C(=O)N2Cc2ccccn2)c1 (stereo unspecified)	-1.6%	-10
CC1CN(C2=NC(=O)/C(=C3/C(=O)N(Cc4ccc(F)cc4)c4ccccc43)S2)CC(C)O1 (stereo unspecified)	-2.9%	.
COc1ccc(C2=C/C(=C\c3ccc(OC(C)=O)cc3)C(=O)O2)cc1	0.3%	-8
CC(=O)c1nn(-c2cccc(Br)c2)cc1C(=O)c1ccc(Cl)cc1	9.7%	.
Cn1c(=O)c2cc(S(=O)(=O)NCCC(=O)NC3CCCCCCC3)ccc2n(C)c1=O	-1.2%	7
CCOC(=O)C(c1ccccc1)C(Nc1ccc(F)cc1)c1ccccn1 (stereo unspecified)	-1.9%	3
COc1ccccc1NS(=O)(=O)c1cc(NC(=O)c2ccc(=O)[nH]c2)ccc1N1CCOCC1	0.1%	-8
Cc1ccc(N(Cc2ccc(C(=O)NC3CCCCC3)cc2)S(C)(=O)=O)cc1C	-0.5%	14
Cc1ccc(S(=O)(=O)NC(=S)NC2CCCCC2)cc1	0.9%	7
CN1C(=O)c2ccc(N3CCCC3)cc2C1=O	-0.6%	-2
O=C(Cn1c(=O)n(-c2ccccc2)c(=O)c2sccc21)N1CCCC1	-6.5%	9
COc1ccc([N+](=O)[O-])cc1NC(=O)C(C)OC(=O)/C=C/c1ccco1 (stereo unspecified)	0.6%	.
C=CCc1cc(OC)ccc1OCCOCCN1CCc2ccccc2C1	-0.7%	-3
Cc1ccccc1CC1(CO)CCCN(C(=O)CCCN2CCCCC2=O)C1 (stereo unspecified)	1.2%	3
O=c1[nH]c(CSc2nc3ccccc3o2)nc2c1cnn2-c1ccccc1	-3.4%	.
COc1ccc(NC(=O)CN(C)Cc2c(F)cccc2Cl)cc1S(=O)(=O)N1CCCCC1	-2.6%	-10
COc1cc(/C=C(\C#N)C(=O)NC2CCCCC2)ccc1OCc1ccc(C(=O)O)cc1	2.0%	-10
CSc1cccc(NC(=O)CCCOc2ccccc2)c1	1.1%	3
O=C(CCl)N(c1ccccc1)C1CCS(=O)(=O)C1 (stereo unspecified)	1.0%	12
C=CCOc1ccc(C2C(C#N)=C(N)N(Nc3ccccc3)C3=C2C(=O)CCC3)cc1OC (stereo unspecified)	-1.3%	2
CC[C@@H](C)[C@H](NC(=O)C1CCN(C(=O)[C@@H](NS(=O)(=O)c2ccc(C)cc2)C(C)C)CC1)C(=O)O	6.3%	4
CC1C(c2ccccc2)=NNc2nc3c(c(=O)n(C)c(=O)n3C)n21 (stereo unspecified)	-4.9%	.
CN1C(=O)C(O)(CC(=O)c2cccs2)c2ccccc21 (stereo unspecified)	0.8%	4
CCSC1=N/C(=C\c2ccccc2)C(=O)N1	0.6%	-15
COCCn1c(SCc2nc3scc(-c4ccc(Cl)cc4)c3c(=O)[nH]2)nnc1-c1cccc(C)c1	-3.1%	7
Cc1cccc(CS(=O)(=O)c2nnc([C@H](Cc3ccccc3)NC(=O)OC(C)(C)C)o2)c1	2.2%	.
CSc1ccccc1NC(=O)c1c(C)noc1C	2.2%	-1
O=c1[nH]c(=O)c2nnc(N/N=C/c3ccccc3F)nc2[nH]1	1.8%	28
CC1CCN(CCC(=O)Nc2ccc3c(c2)CCC3)CC1	2.6%	.

As entered above:
Under RmlCD inh 1536, CN1C(=O)C(O)(CC(=O)c2cccs2)c2ccccc21 (stereo unspecified) has the entry 4
Under GlmU inhibition, CSc1ccccc1NC(=O)c1c(C)noc1C has the entry 2.2%
Under RmlCD inh 1536, COCCn1c(SCc2nc3scc(-c4ccc(Cl)cc4)c3c(=O)[nH]2)nnc1-c1cccc(C)c1 has the entry 7
Under GlmU inhibition, CCSC1=N/C(=C\c2ccccc2)C(=O)N1 has the entry 0.6%

(list continues)
smiles	GlmU inhibition	RmlCD inh 1536
O=C(CCCN1C(=O)c2cccnc2C1=O)Nc1ccc(Br)cc1	2.6%	4
CCOc1cc(/C=C/C(=O)c2ccc(C)cc2)ccc1OCC(=O)N(C)C	-2.3%	9
O=C(NCCc1c[nH]c2ccccc12)C(F)(F)F	-4.4%	-3
CCN1CNC(=S)N(c2ccccc2C)C1	1.6%	8
COc1nc(Nc2nc3ccccc3c(=O)[nH]2)nc2ccc(C)cc12	-0.1%	-5
COc1cc(C(C)=O)ccc1OC(=O)C(C)N1C(=O)c2ccccc2C1=O (stereo unspecified)	4.2%	-4
Cc1cccc(CN2C[C@]34CC[C@@H](C[C@@H]3S2(=O)=O)O4)c1	4.1%	.
COc1ccc(O)c(/C=C(\C#N)C(=O)Nc2cccnc2)c1	-1.9%	12
COc1cc(C2C(C#N)=C(N)OC3=C2C(=O)CC(C)(C)C3)ccc1OC(=O)N1CCOCC1 (stereo unspecified)	2.7%	8
Cc1ccc(NCc2nnc(SC(C)C(=O)N/N=C/c3ccc(C)o3)n2-c2ccccc2)cc1 (stereo unspecified)	-4.0%	.
Cc1nn(Cc2ccc([N+](=O)[O-])cc2)c(=O)n1-c1cccc(F)c1	2.5%	-17
C=COCCn1c(C)c(C(C)=O)c2cc(O)ccc21	0.7%	4
CC(=O)Nc1ccc(OCC(O)CN2CCCCC2C)cc1 (stereo unspecified)	3.1%	8
COc1ccc(Cl)cc1NC(=O)Nc1ccccc1C(N)=O	-2.0%	8
C=CCN1C2=NCCCN2c2ccccc21	4.9%	-8

In a second layout: results already given
CCOc1cc(/C=C/C(=O)c2ccc(C)cc2)ccc1OCC(=O)N(C)C
  GlmU inhibition: -2.3% | RmlCD inh 1536: 9
O=C(NCCc1c[nH]c2ccccc12)C(F)(F)F
  GlmU inhibition: -4.4% | RmlCD inh 1536: -3

Further structures.
smiles	GlmU inhibition	RmlCD inh 1536
CCOC(=O)/C(=C\c1cn(C)c2ccccc12)[N+](=O)[O-]	0.6%	.
CCOc1ccc2[nH]c(C)cc(=O)c2c1	-3.9%	76
Cc1c(C(=O)NC(C)CN2CCCCC2)oc2ccccc12 (stereo unspecified)	-8.2%	3
COC(=O)c1c(C)[nH]c(C)c1-c1ccccc1	-2.2%	-7
O=C(CN(Cc1cccs1)C(=O)CNS(=O)(=O)c1ccc(F)cc1)NCC1CCCO1 (stereo unspecified)	3.2%	.
CCOc1cc(NC(=O)C2CC2)c(OCC)cc1NC(=O)c1ccccn1	1.1%	.
Cc1ccccc1S(=O)(=O)Nc1nc2ccccc2nc1Cl	8.6%	3
CCCCOCCCNC(=O)N[C@H](C(=O)OC)C(C)C	2.1%	6
COc1ccc(OC)c(NC(=O)C2CCC(CNc3c(N4CCC(C)CC4)c(=O)c3=O)CC2)c1 (stereo unspecified)	-7.6%	10
COc1ccc(-c2nnc(SCC(=O)c3[nH]c(C)c(C(C)=O)c3C)o2)cc1	4.4%	.
COc1cccc(C(=O)n2c(SC)nc3cc4c(cc32)OCCO4)c1	2.8%	-8
Cc1noc(C)c1S(=O)(=O)N1CCC(C(=O)NCCC2=CCCCC2)CC1	2.7%	-6
FC(F)(F)c1nc(-c2cccnc2)ncc1-c1nnnn1-c1ccccc1	6.0%	.
CCc1nnc(SCC(=O)N2CCCc3ccccc32)nc1CC	-2.8%	7
COc1ccc(C(=O)Oc2ccc(/C=N/NC(=O)Cc3ccc([N+](=O)[O-])cc3)cc2)cc1	-5.2%	-2
CCCCN(CC)S(=O)(=O)c1ccc(C(=O)Nc2nnc(-c3ccccc3Cl)o2)cc1	3.4%	.
